PI5P4K alpha inh = qHTS for Inhibitors of phosphatidylinositol 5-phosphate 4-kinase (PI5P4K). Phosphatidylinositol 5-phosphate 4-kinase type-2 alpha (Homo sapiens), P48426. PI5P4Kalpha enzyme, ADP-Glo luminescence, 60 min; hits give low values. max response, %. actives 1.2% (n = 330,000); active = max response of -50% or lower; inconclusive = between -30% and -50%; inactive = -30% or higher; also: value at the top dose of about 77 µM; % is scaled to controls: 0 for no effect and ±100 for the full control effect
Target sequence (P48426 whole entry, looked up): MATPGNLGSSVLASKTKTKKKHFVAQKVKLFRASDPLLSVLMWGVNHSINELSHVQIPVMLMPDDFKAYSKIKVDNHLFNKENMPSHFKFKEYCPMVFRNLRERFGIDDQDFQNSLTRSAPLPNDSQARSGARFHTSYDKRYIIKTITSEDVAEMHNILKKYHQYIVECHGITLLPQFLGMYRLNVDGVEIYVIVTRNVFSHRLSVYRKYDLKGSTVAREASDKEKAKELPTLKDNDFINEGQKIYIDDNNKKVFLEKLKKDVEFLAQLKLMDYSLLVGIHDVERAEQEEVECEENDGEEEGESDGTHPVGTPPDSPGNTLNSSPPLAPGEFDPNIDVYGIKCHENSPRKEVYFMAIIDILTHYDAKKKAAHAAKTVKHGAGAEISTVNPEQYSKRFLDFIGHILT
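ADP-Glo luminescence end-point after a 60 min room-temperature kinase reaction. PI5P4Kalpha and substrate in HEPES pH 7.4 buffer with EGTA, 0.1% CHAPS and 5% DMSO; ATP at 5 microM final.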
Abeta yeast res = qHTS for compounds that reverse cellular toxicity of Amyloid beta (A-beta) peptide in yeast: Primary Screen; yeast expressing A-beta42, growth rescue, OD600, 48 h; response scale: 0% DMSO, 100% iron-clioquinol control; Potency, µM (titrated, usually from 46.1 µM), for inactives: at the highest dose growth rescue, hits mostly activators; actives 0.063% (n = 410,000); also: potency is read from the fitted curve at half-maximal effect; nearly all actives have a fitted effect of over 55% in size
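Yeast A-beta toxicity model in growth medium with pinned compounds, 48 h at 30 C; growth read as absorbance at 600 nm. Normalized to FeCl3/clioquinol equimolar mix (positive) and DMSO (negative).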
WRN helicase inh = qHTS for Inhibitors of WRN Helicase. actives 0.46% (n = 360,000). Potency, µM (titrated, usually from 114 µM), for the others: top-dose activity change, negative = inhibition, hits mostly inhibitors. Bifunctional 3'-5' exonuclease/ATP-dependent helicase WRN (Homo sapiens), Q14191. AID 651768, 2012. WRN helicase unwinding, fluorescent forked duplex, kinetic; also: potency is read from the fitted curve at half-maximal effect; % is scaled to controls: 0 for no effect and ±100 for the full control effect; nearly all actives have a fitted effect of over 55% in size
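WRN at 20 nM final preincubated with compound 15 min at room temperature; reaction started with 100 nM fluorophore/quencher forked duplex oligonucleotide and 2 mM ATP final. Unwinding followed kinetically by red fluorescence (ex 525, em 598 nm).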
FUS suppressor = qHTS for Suppressors of FUS Proteinopathy: Primary screen using FUS-linked yeast assay; actives 0.24% (n = 390,000); Potency, µM (highest dose often 76.6 µM), for inactives: at the top dose growth rescue (activation), actives largely listed as activators; S. cerevisiae FUS-expressing, growth rescue, OD600, 24 h; AID 1347120, 2019;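 also: potency is read from the fitted curve at half-maximal effect; plate controls were DMSO vehicle for no effect and reference control for full effect; nearly all actives have a fitted effect of over 55% in size; some results filed as inactive show a strong effect at the top dose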
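Read-out: OD at 600 nm after 24hr at 30C, reporting rescue of FUS-induced yeast toxicity. Cells at OD 0.005 in galactose (2%) minimal medium; compounds tested in a dilution series; CP55940 titration from 92uM final as control.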
PLK1 PBD block = qHTS for Inhibitors of PLK1-PDB (polo-like kinase 1 - polo-box domain): Primary Screen. Serine/threonine-protein kinase PLK1 (Homo sapiens), P53350. Plk1 PBD binding of FITC phosphopeptide, fluorescence polarization. Potency, µM, for inactives: max response, negative = inhibition, most hits filed as inhibitors. actives 2.8% (n = 360,000). AID 720504, 2013; also: potency is read from the fitted curve at half-maximal effect; series mostly up to about 57 µM; % is scaled to controls: 0 for no effect and ±100 for the full control effect; nearly all actives have a fitted effect of over 65% in size
Target sequence (P53350 whole entry, looked up, the tested form may be a part): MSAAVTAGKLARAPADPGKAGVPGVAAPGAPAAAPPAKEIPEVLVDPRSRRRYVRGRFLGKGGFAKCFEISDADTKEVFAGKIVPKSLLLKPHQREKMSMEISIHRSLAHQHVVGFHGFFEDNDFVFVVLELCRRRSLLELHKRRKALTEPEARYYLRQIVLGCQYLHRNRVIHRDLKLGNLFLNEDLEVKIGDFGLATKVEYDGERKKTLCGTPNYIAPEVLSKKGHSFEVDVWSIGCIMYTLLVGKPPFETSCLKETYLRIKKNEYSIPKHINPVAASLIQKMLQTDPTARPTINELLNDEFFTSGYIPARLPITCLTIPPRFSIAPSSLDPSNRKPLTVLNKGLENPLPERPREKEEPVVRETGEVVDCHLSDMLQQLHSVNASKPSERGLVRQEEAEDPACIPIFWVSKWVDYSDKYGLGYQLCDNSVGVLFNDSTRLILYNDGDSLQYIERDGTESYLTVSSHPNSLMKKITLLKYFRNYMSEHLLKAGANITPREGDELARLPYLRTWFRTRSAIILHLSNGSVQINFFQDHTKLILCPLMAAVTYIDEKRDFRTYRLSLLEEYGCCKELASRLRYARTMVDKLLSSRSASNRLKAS
IL-2 act = qHTS of IL-2 Activators; IL-2 activation reporter assay, cell-based qHTS; stimulated with anti-CD3/CD4/CD28 beads; in transgenic mouse T cells; activation, % (series mostly up to about 46 µM); actives 0.065% (n = 360,000); AID 652025, 2013; in the data active = activation above about 50%; inconclusive = mostly about 30% to 49%; also: 0% is about no effect
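Using fluorescent plate cytometry, EGFP and DsRed are detected in transgenic mouse T cells stimulated 18 h at 37 degrees C with antibody-coated beads after 60 min compound pretreatment.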
EPAC1 ag = qHTS for Agonist of cAMP-regulated guanine nucleotide exchange factor 3 (EPAC1): primary screen; Potency, µM (titrated, usually from 154 µM), for the others: top-dose activation, actives largely listed as activators; actives 0.073% (n = 360,000); EPAC1 agonist qHTS, biochemical assay; response scale: 100% = response to 6.5 mM cAMP; Rap guanine nucleotide exchange factor 3 (Homo sapiens), O95398; AID 720707, 2013; also: potency is read from the fitted curve at half-maximal effect; nearly all actives have a fitted effect of over 60% in size
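Read-out is the fluorescence drop as BODIPY-GDP leaves Rap1B (480 nm excitation, 540 nm emission), recorded every 5 minutes over 30 minutes. Reactions held 100 nM EPAC1, 250 nM Rap1B–BODIPY-GDP and 50 uM GDP, with 6.5 mM cAMP setting full activation.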
EPAC1 antagonist = qHTS for Antagonist of cAMP-regulated guanine nucleotide exchange factor 3 (EPAC1): primary screen; Rap guanine nucleotide exchange factor 3 (Homo sapiens), O95398; EPAC1 GEF assay, Rap1b-BODIPY-GDP exchange fluorescence; Potency, µM (highest dose often 115 µM), for inactives: at the top dose activity change, negative = inhibition, most hits filed as inhibitors; actives 0.14% (n = 360,000);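 also: potency is read from the fitted curve at half-maximal effect; plate controls were vehicle for no effect and positive control for full effect; nearly all actives have a fitted effect of over 50% in size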
* = called active by the depositor; ? = inconclusive; nt = no result given; & = joins results of further samples; [ ] = remark or other dose. Unless noted, calls follow the shape of the dose curve; as a rule, active = well fitted curve in the direction sought with a large enough effect; inconclusive = small, poorly fitted or top-dose-only effect, or another doubt; inactive = no such curve, though single readings can be large; an effect the other way counts as inactive or inconclusive.

SMILES	PI5P4K alpha inh	Abeta yeast res	WRN helicase inh	FUS suppressor	PLK1 PBD block	IL-2 act	EPAC1 ag	EPAC1 antagonist
O=C(NC(=S)Nc1ccc(N2CCOCC2)c(Cl)c1)c1cncc(Br)c1	-10.1	-3.4%	?	12.7%	-13.9%	-0.8	6.5%	-14.7%
CN(C)C(CNC(=O)C1CCN(S(=O)(=O)c2ccccc2)CC1)c1ccccc1 (stereo unspecified)	4.5	-15.5%	-6.3%	0.9%	33.6µM*	2.7	-0.4%	?
Cc1cc(-c2ccc(Br)cc2)n[nH]1	0.6	7.4%	-2.0%	-17.0%	2.6%	-1.6	-1.6%	3.6%
CCCCN(CC)C(=O)CSc1nc2n[nH]c(C)c2c(=N)n1-c1cccc(C)c1	-2.4	-1.4%&-0.5%	3.8%	?	-15.0%	-2.8	-0.2%	-21.8%
COc1ccc2oc(C(=O)OC(C)C(=O)NC3(C#N)CCCCC3)c(C)c2c1 (stereo unspecified)	4.0	4.5%	-6.0%	-9.6%	-5.9%	-2.8	-1.9%	-14.6%
CCc1cc2c(SCC(=O)NC3CC3)ncnc2s1	4.3	8.9%	-0.6%	nt	4.7%	-3.0	3.2%	7.7%
CCC(C)[C@H](NC(=O)NCc1ccc(Cl)cc1)C(=O)OC (stereo partly specified)	-2.8	-0.8%	1.0%	nt	-12.7%	-2.0	-1.1%	-1.0%
COc1cccc(C(=O)Nc2cccc(-c3nc4ncccc4o3)c2C)c1	3.0	-14.8%	4.6%	25.2%	-2.2%	1.1	-2.0%	-4.5%
CN(C)c1ccc(N=Nc2ccccc2C(=O)OCC(=O)NCC2CCCCC2)cc1	13.5	-4.5%	-6.7%	nt	-7.1%	-0.5	-10.2%	?
O=C1CCC(C(=O)N(Cc2ccco2)C2(C(=O)NC3CCCC3)CCCCC2)N1 (stereo unspecified)	-0.1	11.2%	-2.5%	1.8%	4.3%	-0.1	14.3%	9.8%
Cc1ccc(NC(=O)Nc2ccon2)cc1	0.1	-1.1%	7.2%	3.1%	-3.7%	-1.9	-6.4%	21.8%
COc1cccc(C(O)c2ncc(-c3ccccc3)[nH]2)c1 (stereo unspecified)	-2.9	-0.1%	8.0%[57.1 µM]	12.0%	-1.9%	1.2	-20.9%	-5.5%
C#CCSc1ncc(-c2ccccc2)cn1	8.9	-11.8%	-5.5%	23.3%	-21.9%	-0.3	3.1%	-8.5%
Fc1ccc(C(c2nnnn2Cc2cccs2)N2CCN(c3ccccc3)CC2)cc1 (stereo unspecified)	8.4	4.1%	-3.3%	31.1%	-12.9%	-2.6	1.2%	-25.1%
CCc1ccc(N(C(=O)Cc2cccs2)C(C(=O)NC2CCCCC2)c2cn(C)nc2C)cc1 (stereo unspecified)	2.3	3.9%	5.6%	16.6%	-3.8%	-1.1	-14.9%	2.7%
O=C(c1ccc(F)cc1)N1CCC(C(=O)N(Cc2ccccc2)c2ccccc2)CC1	4.9	7.1%	1.0%	27.6%	-17.8%	0.1	1.3%	-24.0%
CCOC(=O)CNC(=O)CSc1ccc2nnc(-c3ccc(F)cc3)n2n1	-13.6	-15.0%	-17.6%	-1.2%	?	-6.1	-3.6%	-4.8%
CCOC(O)[C@H]1N[C@@H](c2ccc(Cl)cc2)[C@@H]([N+](=O)[O-])[C@@H]1c1ccccc1 (stereo partly specified)	2.1	11.6%	-17.9%	nt	-1.0%	-0.5	-1.7%	-6.9%
Cc1ccc(Nc2nc(N)nc(CSc3nnnn3-c3ccccc3)n2)cc1	-10.5	-0.3%	-28.5%[57.1 µM]	17.3%	-5.7%	-1.1	1.8%	-19.2%
Fc1ccccc1CSc1nnc(-c2ccccc2)o1	-1.0	3.6%	5.6%	14.8%	1.5%	-1.9	13.5%	1.3%
CCOC(=O)C1(C)CCCN(C(=O)c2cc(C#N)cs2)C1 (stereo unspecified)	2.3	-19.0%	-11.0%	-11.1%	-0.4%	1.3	-7.1%	-14.1%
COC(=O)c1cc(NC2c3ccccc3C(=O)N2Cc2ccco2)cc(C(=O)OC)c1 (stereo unspecified)	6.6	1.6%	6.3%	-16.9%	-10.0%	-1.8	2.8%	20.9%
CCN(CC)CCCn1c(=S)[nH]c2cc(Cl)ccc2c1=O	nt	-3.7%	12.3%	27.8%	?	-0.8	-9.8%	11.0%
COC(=O)/C=C/c1ccc2c(c1)S(=O)(=O)N(Cc1ccc(OC)cc1)[C@H]2CC(=O)OC	7.8	7.3%	8.4%	19.0%	0.2%	0.2	1.0%	-5.1%
COc1ccc(CNCc2c(C(=O)N(C)C)nc3ccc(Cl)cn23)c(OC)c1	0.4	4.2%	12.5%	-10.1%	-5.2%	-1.4	1.4%	13.5%
CC(C)c1ccc(NC(=O)Cc2cn(C)c3ccccc23)cc1	2.5	-4.1%	-11.5%	-1.4%	-6.7%	-1.0	9.4%	?
COc1ccccc1-n1nnnc1SCC(=O)Nc1ccccc1	4.2	2.7%	9.8%	36.9%	-12.7%	-1.0	-4.3%	-13.3%
O=C(NNC(=O)c1ccncc1)Nc1cccc(C(F)(F)F)c1	0.1	10.6%	3.1%	10.8%	0.8%	-3.5	-4.7%	23.4%
CC(C)(C)C1CCC(=NNC(=S)NCc2ccccc2)CC1 (stereo unspecified)	5.7	20.8%	-6.1%	5.2%	-0.4%	-3.7	12.9%	?
CCOc1ccccc1NC(=O)CSc1nnc(CNC(=O)c2c(F)cccc2Cl)o1	0.7	7.0%	1.2%	-4.1%	-21.7%	-3.0	-0.5%	-5.5%

5 entries already listed, arranged by SMILES length, highest first:
SMILES	PI5P4K alpha inh	Abeta yeast res	WRN helicase inh	FUS suppressor	PLK1 PBD block	IL-2 act	EPAC1 ag	EPAC1 antagonist
CCOC(O)[C@H]1N[C@@H](c2ccc(Cl)cc2)[C@@H]([N+](=O)[O-])[C@@H]1c1ccccc1 (stereo partly specified)	2.1	11.6%	-17.9%	nt	-1.0%	-0.5	-1.7%	-6.9%
COC(=O)/C=C/c1ccc2c(c1)S(=O)(=O)N(Cc1ccc(OC)cc1)[C@H]2CC(=O)OC	7.8	7.3%	8.4%	19.0%	0.2%	0.2	1.0%	-5.1%
O=C(c1ccc(F)cc1)N1CCC(C(=O)N(Cc2ccccc2)c2ccccc2)CC1	4.9	7.1%	1.0%	27.6%	-17.8%	0.1	1.3%	-24.0%
COc1ccc(CNCc2c(C(=O)N(C)C)nc3ccc(Cl)cn23)c(OC)c1	0.4	4.2%	12.5%	-10.1%	-5.2%	-1.4	1.4%	13.5%
CCOC(=O)C1(C)CCCN(C(=O)c2cc(C#N)cs2)C1 (stereo unspecified)	2.3	-19.0%	-11.0%	-11.1%	-0.4%	1.3	-7.1%	-14.1%

(continued)
SMILES	PI5P4K alpha inh	Abeta yeast res	WRN helicase inh	FUS suppressor	PLK1 PBD block	IL-2 act	EPAC1 ag	EPAC1 antagonist
Cc1cc(C)nc(/N=C(\N)Nc2ccc(-c3ccccc3)cc2)n1	2.4	-9.9%	44.9%[activator]	14.8%	-2.6%	-6.2	9.5%	-1.8%
CC1CCCCC1NC(=O)C1CCC(CNS(=O)(=O)c2cccc3cccnc23)CC1 (stereo unspecified)	-1.4	nt	2.7%	-7.1%	-1.2%	-0.2	9.4%	-0.9%
CC(=O)NC1C(OCc2ccccc2)OC(CO)C(OC(C)=O)C1OC(C)=O (stereo unspecified)	-0.6	-6.8%	-11.8%	nt	-4.2%	3.3	-3.5%	-14.9%
Cc1ccc(NC(=O)CSc2nc3ccccc3c(=O)n2CCCN2CCCCC2)cc1C	0.8	7.4%	8.1%	16.4%	3.0%	-5.5	0.1%	5.6%
Cc1cccc(C(=O)NNC(=O)c2ccc(S(=O)(=O)N3CCOCC3)cc2)c1	8.2	-16.3%	4.8%	3.0%	-20.4%	-0.3	-4.0%	6.2%
CCOC1=C2[C@H](c3ccccc3Cl)N(S(=O)(=O)c3ccc(C)cc3)C[C@H]2C(C#N)(C#N)C(C#N)(C#N)C1	-62.3*	-6.4%	-14.3%	?	26.7µM*	-0.6	-3.6%	-13.2%
Cc1ccc([N+](=O)[O-])cc1-c1ccc(/C=C(\C#N)c2[nH]nc(N)c2C#N)o1	-54.6*	?	?	?	-5.6%	-3.6	-0.1%	-13.7%
Cc1nc2c3ccccc3nc(NNC(=O)CCC(=O)NCCC(C)C)n2n1	-2.0	-9.4%	-0.9%	18.6%	-1.8%	-5.2	2.2%	-17.6%
Cc1c(C(=O)N2CCN(c3ccccn3)CC2)oc2c1C(=O)CC(C)(C)C2	0.9	8.5%	3.2%	-24.0%	2.8%	-0.6	1.4%	-2.7%
Cc1ccc(C(C(=O)NC2CCCC2)N(C(=O)c2csnn2)C2CCCC2)o1 (stereo unspecified)	-1.9	8.9%	14.0%	17.6%	-6.2%	-1.8	-0.3%	20.7%
Cn1c(=O)n(Cc2ccc(F)cc2)c(=O)c2c1nc1n2CCCN1Cc1ccccc1	12.7	-2.3%	5.3%	?	-6.6%	-0.3	4.9%	-5.1%
Cn1c2c(c(=O)n(C)c1=O)C1c3cc(Cl)ccc3OCC1CO2 (stereo unspecified)	?	-8.4%	-6.0%	-4.5%	1.9%	-0.1	3.8%	6.9%
COc1ccccc1NC(=O)CSc1nc2ccccc2c(=O)n1C	2.8	-0.2%	4.6%	5.0%	1.6%	-4.2	4.0%	0.1%

Source: PubChem BioAssay
